Spn MK inh – blocks S. pneumoniae mevalonate kinase; purified MK, PK/LDH-coupled NADH absorbance 340 nm; inhibition, % at 10 µM; hit rate 0.48% among 65,000;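 active means ranked among the strongest by inhibition in the single 10 µM screen, a fixed top-ranked set picked for dose follow-up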; further: no value below 0 was filed
LYP inhibition – LYP phosphatase inhibitors, primary screen, biochemical, DiFMUP fluorescence, recombinant catalytic domain, 10 µM (AID 606) | recombinant LYP catalytic domain, DiFMUP fluorescence; higher % means a stronger effect | one-dose inhibition, % at 10 µM; IC50 in µM for titrated hits | 52,000 tested, under 10 active;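 active means IC50 under 40 µM in the dose-response test; inactive means IC50 of 40 µM or more, or never dose-tested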
HT1080 viability – HT1080 cell viability loss – fluorescence readout (AID 620); HT1080 viability, fluorescence; higher % means a stronger effect; one-dose cytotoxicity, % at 10 µM; EC50 in µM for titrated hits; hit rate 0.42% among 87,000;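 further: cells exposed to compound overnight then 4 h with Alamar Blue; 0% = vehicle DMSO and 100% = killing control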
HPDE-C7 viability – HPDE-C7 pancreatic duct cell viability loss – fluorescence, HTS (AID 430) | cytotoxicity, % at 10 µM, or EC50 in µM where a hit was titrated | HPDE-C7 pancreatic duct cells viability, fluorescence; higher % means a stronger effect | hit rate 1.8% among 63,000;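 further: cells exposed to compound for 48 hours before viability readout; 0% = vehicle and 100% = reference cytotoxic drug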
PMK inhibit – S. pneumoniae PMK inhibition. purified PMK, PK/LDH-coupled NADH absorbance 340 nm. inhibition, % at 10 µM. hit rate 0.49% among 65,000. AID 539;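 active means top-ranked compounds by inhibition in the single 10 µM screen, taking a fixed number of the strongest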;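 further: 0% = full reaction with DMSO carrier and 100% = background rate without enzyme reaction; no value below 0 was filed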
KRASV12 cytotoxicity – cytotoxicity in KRAS-transformed pancreatic duct cells, primary screen, cell-based, fluorescence, HTS (AID 431); cytotoxicity, % at 10 µM; hits with a dose series show EC50 in µM; hit rate 1.7% among 63,000; HPDE-C7K KRASV12 cells, Alamar Blue viability, 48 h; higher % means a stronger effect;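 active means compounds whose percent cytotoxicity in the single-dose primary screen, scaled between solvent and toxic-drug controls, exceeds 50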;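 further: 0% = DMSO solvent wells and 100% = doxorubicin-treated wells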
TNAP inhibition – human TNAP enzyme inhibitors, biochemical, luminescent (AID 518); hit rate 0.09% among 64,000; one-dose inhibition, % at 20 µM; IC50 in µM for titrated hits; purified TNAP enzyme, luminescent substrate readout; higher % means a stronger effect; in the data active means a potency from the dose series; inactive means the rest, 99 in 100 with inhibition below about 22%;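 further: plate controls were vehicle for no effect and reference inhibitor for full effect; many of its hits are not listed in these tables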
Spn DPM-DC inh – inhibitors of Streptococcus pneumoniae diphosphomevalonate decarboxylase | purified DPM-DC, PK/LDH coupled NADH fluorescence | calls only at 10 µM | hit rate 0.49% among 65,000 | AID 556;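 active means the 320 compounds with the highest percent inhibition in the single-dose primary screen, excluding strongly autofluorescent ones, cut at about 32% in these data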;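 further: kinetic rate of NADH fluorescence loss reporting ADP formed by the decarboxylase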
Bfl-1 displacement – displacement of Bid BH3 peptide from Bfl-1 – biochemical, fluorescence polarization, FITC-Bid, mouse, primary screen (AID 432). FITC-Bid BH3 peptide fluorescence polarization displacement; higher % means a stronger effect. one-dose displacement, % at 20 µM; IC50 in µM for titrated hits. hit rate 0.02% among 64,000; in the data active means a potency from the dose series; inactive means the rest, 99 in 100 with displacement below about 15%; further: strong numbers were not always called active
PMK inhibit pilot replicates – recorded beside PMK inhibit, whose call it bears; inhibition, %; measured here: pilot screen replicates
Spn MK inh pilot replicates – second read-out of Spn MK inh, no call of its own (marks repeat the call); inhibition, %; measured here: pilot screen replicates
Spn DPM-DC inh pilot screen % – further read-out of Spn DPM-DC inh, marked with its call; inhibition, %; measured here: pilot screen trials
* = called active by the depositor; i = inactive; nt = no result given. Unless noted, no stated cut-off is given here; in the data, active means cytotoxicity above about 50%; inactive means the rest.

SMILES | Spn MK inh | LYP inhibition | HT1080 viability | HPDE-C7 viability | PMK inhibit | KRASV12 cytotoxicity | TNAP inhibition | Spn DPM-DC inh | Bfl-1 displacement | others
CCOC(=O)CNC(=O)CNC(=O)c1ccc(OC)cc1 | 0 | nt | -8% | -9% | 3 | -32% | 11% | i | 7%
c1ccc(-c2noc(-c3ccco3)n2)nc1 | 10 | -3% | -3% | -25% | 11 | -23% | 8% | i | -2%
CCc1ccc2[nH]c(=O)c(CN(CCN(CC)CC)C(=O)Nc3ccccc3OC)cc2c1 | 9 | nt | 7% | -2% | 13 | 4% | 8% | i | -9%
CC(C)n1nnnc1SCC(=O)NCc1ccco1 | 2 | -23% | -1% | -6% | 13 | 2% | 3% | i | 1%
Cc1cc(NS(=O)(=O)c2ccccc2)no1 | 7 | 7% | 2% | 12% | 17 | 20% | 17% | i | -2% | PMK inhibit pilot replicates=2.0;Spn MK inh pilot replicates=0.0;Spn DPM-DC inh pilot screen %=0.5
CCNc1nc(SC(C(C)=O)C(C)=O)nc(N(C)C)n1 | 3 | 5% | 11% | -13% | 3 | -3% | 14% | i | 3%
CCCCn1c(SCc2ccc(C(=O)OC)o2)nc2cc(S(N)(=O)=O)ccc21 | 3 | 10% | 7% | -3% | 10 | 3% | 12% | i | 0%
C=C(Br)CN1CCN(CC(=C)Br)CC1 | 0 | 2% | 9% | 15% | 9 | 22% | 10% | i | 2%
CCN(CC)S(=O)(=O)c1ccc(Nc2cc(C)nc3ncnn23)cc1 | 0 | nt | -1% | -3% | 18 | -1% | 13% | i | 2%
CCn1c(COc2ccccc2C)nnc1SCC(=O)N1CCCCC1 | 1 | nt | -3% | -9% | 27* | -8% | 5% | i | -6%
CCCCCC(=O)N1CCN(CCN=CC2=C(O)CC(c3ccc(OC)c(OC)c3)CC2=O)CC1 (stereo unspecified) | 9 | 2% | 4% | -2% | 9 | -9% | 5% | i | -2%
Cc1nc2ccc(NC(=O)C3CCN(S(=O)(=O)c4cccs4)CC3)cc2s1 | 2 | -6% | 15% | -4% | 16 | -7% | 9% | i | 9%
O=C(Nc1ccc(F)cc1)C1CCCN(S(=O)(=O)c2cccc3cccnc23)C1 (stereo unspecified) | 7 | -9% | 4% | -10% | 5 | 0% | 3% | i | -4%
Cc1ccc(C(=O)NCCCNCCCN(C)C)cn1 | 2 | -7% | 20% | -6% | 23 | -7% | 9% | i | 2%
CC1CN(c2nc3c(c(=O)n(Cc4ccc(Cl)cc4)c(=O)n3C)n2C)CC(C)O1 (stereo unspecified) | 9 | 8% | -18% | 9% | 0 | 20% | 14% | i | -17%
COC(=O)C1=C(C)Nc2nnnn2C1c1cc(OC)ccc1OC (stereo unspecified) | 10 | -1% | -4% | 1% | 7 | -2% | 11% | i | -12%
Cc1cc(NC(=O)CCC(=O)N(CC(=O)NC2CCCC2)Cc2ccccc2Cl)no1 | 5 | 2% | 10% | nt | nt | nt | 7% | i | -1%
O=C(Nc1cccc(C(F)(F)F)c1)c1cc(S(=O)(=O)N2CCCCC2)ccc1N1CCOCC1 | 8 | -4% | 3% | -6% | 0 | 2% | 5% | i | -2%
CC(C)NC(=O)c1cc(C(=O)c2cc(Cl)ccc2O)coc1=N | 2 | 11% | -1% | 7% | 14 | 6% | 16% | i | -7%
CCCCNC(=O)C1CCCN1C(=O)Nc1cccc(OC)c1 (stereo unspecified) | 3 | nt | -4% | -2% | 6 | -8% | 7% | i | 3%
CN(C)c1ccc2c(O)cc(=O)n(C)c2c1 | 6 | nt | 8% | -7% | 0 | 4% | 1% | nt | 5%
COc1ccc(NC(=O)CN2CCN(c3ccccc3F)CC2)cc1 | 12 | 6% | 1% | 0% | 0 | -6% | 6% | i | -2%
COc1ccc(CCNC(=O)NC(C(F)(F)F)C(F)(F)F)cc1OC | 11 | -15% | -1% | -19% | 6 | -13% | 6% | i | -3%
O=C(O)Cn1c(SCCOc2ccccc2F)nc2ccccc21 | 5 | 8% | 0% | 5% | 8 | -12% | 6% | i | 0%
COC(=O)CCC(=O)N1CCc2cc(S(=O)(=O)N3CCN(c4ccccc4Cl)CC3)ccc21 | 3 | 10% | -13% | 12% | 10 | 4% | -1% | i | 0%

(cont.)
SMILES | Spn MK inh | LYP inhibition | HT1080 viability | HPDE-C7 viability | PMK inhibit | KRASV12 cytotoxicity | TNAP inhibition | Spn DPM-DC inh | Bfl-1 displacement | others
CCOC(=O)c1cnc2ccccc2c1NCCO | 4 | 9% | 1% | -5% | 0 | 12% | 6% | i | 0%
COc1ccc(OC)c(C2c3c(oc4ccccc4c3=O)C(=O)N2CCCN(C)C)c1 (stereo unspecified) | 0 | 0% | 2% | -10% | 7 | -22% | -1% | i | 0%
Cc1ccc(-c2nc(CS(=O)(=O)CC(=O)N3CCc4ccccc4C3)c(C)o2)cc1 | 0 | -4% | -2% | -6% | 0 | -1% | 5% | i | -5%
O=C(COC(=O)c1cncc(Br)c1)NCC1CCCO1 (stereo unspecified) | 0 | 10% | -2% | -2% | 0 | -5% | 10% | i | 2%
CCOc1ccc(C(C)=O)cc1CSc1nnc(-c2cccs2)n1CC1CCCO1 (stereo unspecified) | 2 | 12% | 10% | 0% | 16 | 0% | 0% | i | 1%
C=CCSc1nc(C)c(CC(=O)OCCCC)c(=O)[nH]1 | 6 | 3% | -3% | -11% | 0 | -7% | 4% | i | -10%
O=C(Cc1cccs1)NCc1ccc(F)cc1 | 8 | 4% | 20% | -6% | 5 | 0% | 10% | i | -1% | PMK inhibit pilot replicates=0.0;Spn MK inh pilot replicates=0.0;Spn DPM-DC inh pilot screen %=1.0
O=C(C1=COCCO1)N1CCN(S(=O)(=O)c2cccc(Cl)c2Cl)CC1 | 0 | -10% | 8% | -14% | 18 | -14% | 13% | i | -3%
O=C(NCCc1c[nH]c2ccccc12)c1cnc2n(c1=O)CCS2 | 2 | nt | -2% | 12% | 0 | 9% | 14% | i | -5% | PMK inhibit pilot replicates=2.0;Spn MK inh pilot replicates=2.0;Spn DPM-DC inh pilot screen %=0.0
Cc1cc(C(=O)N2CCN(c3ccccn3)CC2)no1 | 6 | nt | -12% | 4% | 4 | 1% | 10% | i | 8%
COc1cccc(C(=O)NCC2CCN(c3ccc(S(=O)(=O)N4CCOCC4)cc3)CC2)c1 | 7 | nt | 0% | -15% | 15 | -21% | -1% | i | -4%
c1ccc(-c2cnn3nnnc3n2)cc1 | 8 | -7% | -6% | -12% | 0 | 0% | 12% | i | -3%
CCn1cc(CNC(=O)C2C3CCC(C3)C2C(=O)O)cn1 (stereo unspecified) | 3 | 2% | -4% | -2% | 18 | -2% | 18% | i | -13%
CCn1c(Cc2ccccc2)nnc1SCC(=O)Nc1nc2ccccc2s1 | 9 | -1% | -6% | -5% | 11 | 9% | 11% | i | 19% | PMK inhibit pilot replicates=4.0;Spn MK inh pilot replicates=3.0;Spn DPM-DC inh pilot screen %=0.0
COc1ccc(-n2c(C)cc(C(=O)CSc3nn4c(=O)c(C(C)(C)C)nnc4s3)c2C)cc1 | 9 | nt | -9% | -8% | 11 | 4% | 13% | i | -5%
N#Cc1c(-c2ccccc2)cc(-c2ccco2)c(C#N)c1N | 8 | 10% | nt | 6% | 0 | -5% | 10% | nt | -42%
CCOC(=O)CCCNC(=O)COc1ccccc1C#N | 5 | 9% | -1% | -3% | 10 | -4% | -9% | i | -3%
O=C(Nc1cnccn1)c1cccs1 | 5 | nt | -1% | 10% | 0 | 7% | 15% | i | -6% | PMK inhibit pilot replicates=1.5;Spn MK inh pilot replicates=0.0;Spn DPM-DC inh pilot screen %=0.5
O=S(=O)(Nc1ccc(N2CCOCC2)nn1)c1ccccc1 | 14 | 2% | 4% | -12% | 0 | 0% | 9% | i | -2%
Cc1ccc(-n2c(=O)cc(NCc3cccnc3)[nH]c2=O)cc1 | 8 | 5% | 1% | -3% | 10 | 0% | 5% | i | 1%
O=C(OCC(=O)c1ccc(S(=O)(=O)N2CCCC2)cc1)C1=COCCO1 | 5 | nt | 10% | -4% | 1 | 1% | 2% | i | -2%
COc1cccc(OC)c1OCCN1CCN(C(=O)c2ccco2)CC1 | 10 | 6% | -3% | -12% | 3 | -15% | 18% | i | -7% | PMK inhibit pilot replicates=0.5;Spn MK inh pilot replicates=0.0;Spn DPM-DC inh pilot screen %=1.0
OCCCc1nc2ccccc2n1CCc1ccccc1 | 3 | 10% | 2% | 3% | 4 | 10% | 5% | i | 10%
OCCCc1nc2n(n1)C(c1cccs1)C=C(c1ccccc1)N2 (stereo unspecified) | 9 | nt | nt | -11% | 9 | -6% | 17% | nt | nt
CCOc1ccc(-c2nnc3sc(-c4c(OC)cccc4OC)nn23)cc1 | 6 | nt | -2% | 4% | 0 | 12% | 23% | i | 8% | PMK inhibit pilot replicates=1.5;Spn MK inh pilot replicates=0.0;Spn DPM-DC inh pilot screen %=0.0

Next entries
SMILES | Spn MK inh | LYP inhibition | HT1080 viability | HPDE-C7 viability | PMK inhibit | KRASV12 cytotoxicity | TNAP inhibition | Spn DPM-DC inh | Bfl-1 displacement | others
O=C(C1CCCN(S(=O)(=O)c2cccc3nsnc23)C1)N1CCc2ccccc21 (stereo unspecified) | 0 | -5% | -2% | -17% | 3 | -17% | 0% | i | -7%
CCOC(=O)C1CCCN(C(=O)Nc2cccc(Cl)c2)C1 (stereo unspecified) | 8 | 3% | -3% | -20% | 2 | -6% | 1% | i | -4%
CCOC(=O)CNC(=O)c1ccc2[nH]c3c(c2c1)CCCC3 | 5 | 12% | 1% | 4% | 0 | 8% | 3% | i | -2%
COc1ccc(C)cc1NC(=O)c1[nH]c(C)c(C(C)=O)c1C | 2 | nt | 9% | 8% | 0 | 13% | -14% | i | 5%
Cc1cc(C(=O)OCc2nc3ccccc3s2)c(C)o1 | 4 | 1% | -7% | 3% | 9 | 1% | 14% | i | -2%
Cc1nnc(SCc2nnc(-c3ccccc3Br)o2)n1-c1ccccc1 | 0 | 8% | 1% | -15% | 9 | 1% | 6% | i | -5% | PMK inhibit pilot replicates=0.0;Spn MK inh pilot replicates=0.0;Spn DPM-DC inh pilot screen %=0.0
Cc1cccc(OCCNC(=O)c2ncn[nH]2)c1 | 5 | 10% | -12% | 17% | 21 | 21% | 16% | i | -3% | PMK inhibit pilot replicates=0.0;Spn MK inh pilot replicates=0.0;Spn DPM-DC inh pilot screen %=0.0
COc1ccc(-c2noc(CCC(=O)N(C)c3cccc(C)c3)n2)cc1 | 6 | -9% | nt | 3% | 4 | 3% | 4% | i | -2%
Cc1ccc2[nH]c3c(c2c1)CN(C(=O)CN1CCN(c2ccccn2)CC1)CC3 | 6 | -3% | -11% | 25% | 2 | 36% | 5% | i | 9%
O=C(CSc1nnc(Cc2ccccc2)o1)NCCc1ccccc1 | 4 | -2% | 14% | -4% | 0 | -10% | 8% | i | 2%

Rows were taken by chance (roughly 3.4% active in at least one column).
